Compound activity (PubChem)
pPAFAH inh: inhibitors of human plasma PAF acetylhydrolase (pPAFAH) | inhibition, % at 3.39 µM | recombinant pPAFAH, FP-rhodamine probe fluorescence polarization | AID 463082 | 1.5% of 330,000 active;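 active = inhibition above the mean inhibition across the screen plus 3 SD, cut at about 25% in these data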;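 also: inhibitors block binding of the rhodamine activity-based probe so polarization drops; 0% = enzyme with DMSO and 100% = wells lacking pPAFAH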
PAFAH2 inh: inhibitors of human PAFAH2; Q99487; recombinant PAFAH2, FP-rhodamine activity probe, fluorescence polarization; inhibition, % at 3.39 µM; 0.99% of 340,000 active; AID 492956;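 active = inhibition above the mean over all tested compounds plus 3 SD, cut at about 30% in these data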;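 also: inhibitors block probe labeling of enzyme so polarization drops; 0% = enzyme with DMSO and 100% = wells lacking PAFAH2 protein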
Fam108B counter: Fam108B inhibition, counter-screen for RBBP9 inhibitors; recombinant Fam108B, FP-Rh probe fluorescence polarization; inhibition, % at 9.51 µM; 0.33% of 300,000 active; AID 1947;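 active = inhibition above the screen mean inhibition plus 3 SD, computed separately per campaign, cut at about 18% in these data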;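 also: inhibitors lower polarization as less probe binds the enzyme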
GSTO1 counter: counter-screen for RBBP9 inhibitors: inhibitors of human GSTO1; inhibition, % at 5.96 µM; 1.1% of 300,000 active; P78417; recombinant GSTO1, activity-based probe fluorescence polarization;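 active = inhibition above the campaign mean inhibition plus 3 SD, cut at about 35% in these data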;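 also: 0% = GSTO1-1 with DMSO and 100% = wells lacking GSTO1-1 enzyme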
Target sequence (P78417 whole entry, looked up): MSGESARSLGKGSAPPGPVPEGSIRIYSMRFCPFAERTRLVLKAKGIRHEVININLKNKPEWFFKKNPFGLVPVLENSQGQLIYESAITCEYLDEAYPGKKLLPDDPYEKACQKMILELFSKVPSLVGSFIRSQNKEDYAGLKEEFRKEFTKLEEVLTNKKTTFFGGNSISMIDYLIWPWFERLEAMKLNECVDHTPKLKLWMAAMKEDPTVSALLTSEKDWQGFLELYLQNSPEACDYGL
LYPLA1 inh: LYPLA1 (human) inhibition in PME1 counter-screen | O75608 | recombinant LYPLA1, FP-Rh probe fluorescence polarization | inhibition, % at 5.9 µM | 0.16% of 320,000 active;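 active = inhibition above the mean of all tested compounds plus 3 SD, set per campaign, cut at about 14% in these data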;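 also: inhibitors block serine hydrolase probe labeling of LYPLA1 so polarization falls; 0% = enzyme with DMSO and 100% = wells lacking LYPLA1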
PAD4 FP inh: PAD4 (human) enzyme inhibition. Q9UM07. recombinant PAD4, RCA probe fluorescence polarization. inhibition, % at 6.36 µM. 0.41% of 330,000 active. AID 485272;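 active = percent inhibition above a cutoff equal to the mean of all tested compounds plus 3 SD, cut at about 15% in these data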;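 also: 0% = PAD4 with RCA probe and DMSO and 100% = probe without PAD4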
Target sequence (Q9UM07 whole entry, looked up): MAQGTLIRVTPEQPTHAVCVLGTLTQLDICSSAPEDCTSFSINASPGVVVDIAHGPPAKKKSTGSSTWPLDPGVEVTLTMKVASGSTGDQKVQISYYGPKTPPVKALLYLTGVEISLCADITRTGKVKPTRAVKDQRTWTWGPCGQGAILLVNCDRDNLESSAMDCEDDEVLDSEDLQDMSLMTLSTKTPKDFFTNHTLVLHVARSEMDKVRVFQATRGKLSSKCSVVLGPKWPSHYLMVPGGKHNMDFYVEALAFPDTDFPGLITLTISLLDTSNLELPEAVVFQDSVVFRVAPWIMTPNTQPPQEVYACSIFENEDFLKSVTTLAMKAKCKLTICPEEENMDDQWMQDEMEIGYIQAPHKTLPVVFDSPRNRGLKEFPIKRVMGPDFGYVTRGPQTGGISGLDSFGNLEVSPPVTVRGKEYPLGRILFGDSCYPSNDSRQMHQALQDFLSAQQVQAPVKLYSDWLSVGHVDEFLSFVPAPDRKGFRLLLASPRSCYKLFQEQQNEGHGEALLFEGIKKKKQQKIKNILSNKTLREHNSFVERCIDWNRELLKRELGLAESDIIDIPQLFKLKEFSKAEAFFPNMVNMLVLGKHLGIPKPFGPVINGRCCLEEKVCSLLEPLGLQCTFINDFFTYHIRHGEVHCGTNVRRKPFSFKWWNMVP
PAFAH1B3 FP inh: inhibitors of human PAFAH1B3 | inhibition, % at 3.39 µM | AID 492972 | recombinant PAFAH1B3, FP-rhodamine probe, fluorescence polarization | 0.28% of 340,000 active | Q15102;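 active = inhibition above the screen-wide average of all tested compounds plus 3 SD, cut at about 25% in these data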;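 also: 0% = enzyme with DMSO only and 100% = wells lacking PAFAH1B3 protein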
PME-1 primary: blocks human protein phosphatase methylesterase 1; recombinant PME-1, FP-Rh probe fluorescence polarization; inhibition, % at 5.9 µM; 0.53% of 320,000 active; AID 2130;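 active = inhibition above the campaign mean of all compounds plus 3 SD, cut at about 26% in these data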;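 also: competitive labeling of PME-1 active site by serine hydrolase directed probe; 0% = PME-1 with DMSO and 100% = wells lacking PME-1 enzyme; inhibitors block probe labeling so polarization falls and inhibition rises; many of its hits are not listed in these tables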
PAFAH1B2 inh: PAFAH1B2 (human) inhibition; P68402; recombinant PAFAH1B2, FP-rhodamine activity probe, fluorescence polarization; inhibition, % at 3.39 µM; 1.2% of 340,000 active;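 active = inhibition above the mean of all tested compounds plus 3 SD, cut at about 24% in these data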;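 also: 0% = enzyme with DMSO and 100% = wells lacking PAFAH1B2; many of its hits are not listed in these tables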
Numbers without * were called inactive; x = no result given. Not all compounds are listed; the hit share may differ from the screen's.

SMILES	pPAFAH inh	PAFAH2 inh	Fam108B counter	GSTO1 counter	LYPLA1 inh	PAD4 FP inh	PAFAH1B3 FP inh	PME-1 primary	PAFAH1B2 inh
C=CCN(c1ccccc1)S(=O)(=O)c1ccc(Cl)c(C(=O)OCC(=O)NCCCN2CCCC2=O)c1	2	1	0	6	-1	-3	3	5	11
O=C1CC(c2ccccc2)CN1C(=O)c1cncc(Br)c1 (centres undefined)	3	64*	5	4	0	-2	-2	-2	0
CC(C)(C)c1cccc(Cn2nnc3ccccc32)c1O	-2	-5	2	-7	-2	-3	3	-2	9
CCOc1ncccc1C(=O)OCC(=O)N1CCN(S(=O)(=O)c2ccc(Cl)cc2)CC1	3	3	0	3	0	1	3	12	4
COc1cc(Br)cc2cc(C(=O)N3CCCCC3C)c(=O)oc12 (centres undefined)	-1	0	2	-3	0	-4	11	-4	5
O=C(COC(=O)c1cc(-c2cccs2)nn1-c1ccccc1)Nc1cccc([N+](=O)[O-])c1	3	32*	-4	-5	-1	1	-6	7	-4
COc1ccc(-c2nnc(SC(C)C(=O)Nc3ccc4c(c3)OCCO4)o2)cc1 (centres undefined)	7	1	3	4	0	-1	3	15	-4
CCOC(=O)c1csc(NC(=O)c2cc(OC)c(OC)c(OC)c2)n1	-1	2	-4	13	-4	2	5	-13	-1
FC(F)(F)c1nnc(-c2ccccc2)nc1N1CCCC1	1	-6	-5	5	0	-4	3	-3	2
CCOCCCNC(=S)N(CCO)Cc1cc2cc3c(cc2[nH]c1=O)OCCO3	4	2	0	9	-2	23*	9	-4	1
CCOC(=O)c1cnn(-c2ccccc2)c1-n1cccc1C(=O)C(=O)Nc1ccccc1	-10	-1	0	-2	-4	-4	9	1	1
CN(C)S(=O)(=O)c1ccc(C(=O)Nc2ccccc2F)cc1	-3	0	0	2	-1	-1	4	5	2
O=C(C1=C[C@@H](c2csc3ccccc23)C[C@@H](OCc2ccc(CO)cc2)O1)N1CCN(Cc2ccc3c(c2)OCO3)CC1	0	-6	-5	-9	-6	-5	-6	-12	2
CCc1ccc(OCC(O)CN2CCC(CN3C(=O)c4cccc5cccc(c45)C3=O)CC2)cc1 (centres undefined)	0	6	-1	7	-3	1	3	5	7
COc1ccc(NC(=O)C(NC(=O)CC2NC(=O)NC2=O)c2ccccc2)cc1 (centres undefined)	3	-4	2	4	-2	1	-3	-6	-1
CCOc1ccc(NCCC(O)c2ccc(F)cc2)cc1 (centres undefined)	1	2	2	-2	4	-3	3	3	-10
COc1cccc(CNC(=O)C2CCCN(S(=O)(=O)c3ccc4c(c3)C(C)(C)C(=O)N4C)C2)c1 (centres undefined)	1	8	-1	1	-1	-5	9	9	0
Cc1ccc(Cl)cc1NC(=O)c1ccc(Cn2cc(Cl)cn2)cc1	-3	-11	-3	-2	-3	-1	14	-7	6
CC12CCC(=O)N1C(C(=O)Nc1nc3ccccc3s1)CS2 (centres undefined)	-5	8	x	x	-5	-2	8	-7	4
Cc1cc(C)n(CCC(=O)N2CCCC(N3CCN(c4cccc(Cl)c4)CC3)C2)n1 (centres undefined)	1	-3	0	7	2	-3	1	0	3
O=C(NNC(=O)c1ccc(-n2cncn2)c([N+](=O)[O-])c1)c1ccccc1	0	-8	x	x	5	-1	5	2	-1
Cc1ccc(NC(=O)c2ccc([N+](=O)[O-])o2)cc1S(=O)(=O)N1CCOCC1	2	x	-1	-2	-5	-7	x	0	x
CC(Oc1ccccc1Cl)C(=O)Nc1ccccc1C(=O)N1CCOCC1 (centres undefined)	3	-3	2	2	1	-3	-1	7	1
c1cnc(NC2C3CC4CC(C3)CC2C4)nc1 (centres undefined)	5	10	4	7	4	-1	3	1	13
CCCN(CCC)C(=O)c1cc2c(=O)n3cccc(C)c3nc2s1	6	-3	1	2	0	-2	13	-4	-2

Next section; it opens with the 3 that closed the last part.
SMILES	pPAFAH inh	PAFAH2 inh	Fam108B counter	GSTO1 counter	LYPLA1 inh	PAD4 FP inh	PAFAH1B3 FP inh	PME-1 primary	PAFAH1B2 inh
CC(Oc1ccccc1Cl)C(=O)Nc1ccccc1C(=O)N1CCOCC1 (centres undefined)	3	-3	2	2	1	-3	-1	7	1
c1cnc(NC2C3CC4CC(C3)CC2C4)nc1 (centres undefined)	5	10	4	7	4	-1	3	1	13
CCCN(CCC)C(=O)c1cc2c(=O)n3cccc(C)c3nc2s1	6	-3	1	2	0	-2	13	-4	-2
CC1CCCCC1NC(=O)Cn1cccc1C(=O)c1ccccc1 (centres undefined)	3	3	1	10	1	7	13	-1	2
COc1ccccc1Nc1ncc(C(C)=O)c(C)n1	-1	5	4	9	1	-1	4	-5	1
COC(=O)C1=C(O)/C(=C\c2ccc(OCC(=O)Nc3ccccc3)cc2)N=C1C	0	-7	2	0	-1	-1	-4	1	-1
CCOC(=O)C1CCN(Cc2c(C(=O)N3CCOCC3)nc3c(C)cccn23)CC1	-5	-6	0	4	0	1	12	-3	-2
Cc1cc(C)cc(NC(=O)CN2C(=O)c3ccccc3C2=O)c1	-6	8	1	7	-2	4	9	-8	-2
O=c1c2ccccc2c(C=Nc2cccc(O)c2)c(O)n1-c1ccc2c(c1)OCO2	2	-10	-2	7	-10	-5	4	-7	-1
O=C1CCc2cc(NS(=O)(=O)c3ccccc3)cc3c2N1CC3	3	4	-5	-3	1	-4	1	2	7
Cc1ccccc1CN(C)C(=O)CNC(=O)c1ccc2ccccc2c1	6	6	-4	0	-4	0	5	3	3
Nc1cc(S(=O)(=O)Nc2ccccc2Cl)ccc1N1CCOCC1	4	7	-3	5	2	-4	11	1	1
COc1ccccc1C=NC(CO)C(O)c1ccc([N+](=O)[O-])cc1 (centres undefined)	5	1	8	-3	-1	-2	7	2	2
CC1(C)Cc2c(sc3nc(SCC(=O)O)[nH]c(=O)c23)CO1	0	13	-1	36*	1	3	13	1	1
CC1CCCCN1CCCNC(=O)c1c(O)nc2ccccn2c1=O (centres undefined)	-2	5	0	4	-5	2	1	-7	3
N#Cc1ccccc1Sc1ccccc1C(=O)OCC(N)=O	1	-9	2	-1	2	-3	5	4	2
CCC(=O)Nc1ccc2c(c1)ncn2-c1ccc(OC)cc1	2	-5	2	0	1	-3	9	-2	3
O=C(Nc1ccc(Cl)c(Cl)c1)Nc1nc(-c2ccccc2)cs1	4	-10	-8	-4	-7	-5	-2	-8	-6
Cc1cc(-c2ccc(S(=O)(=O)N3CCCCC3)s2)on1	7	2	4	9	-2	0	14	2	15
O=C(Cc1csc(Nc2nc(=S)[nH]c3ccccc23)n1)NCc1ccccc1Cl	1	-7	-3	8	-5	-2	-7	-1	-1
COc1ccccc1-c1cc(=O)c2c(O)ccc([N+](=O)[O-])c2o1	0	4	0	-1	-2	-2	11	12	14
Cc1ccc(CSCCNC(=O)CCSc2ccccc2)cc1	12	4	-6	7	3	0	0	-8	41*
Cc1ccc(S(=O)(=O)N2CCN(C(=O)CNC(=O)c3sc4ccccc4c3Cl)CC2)cc1	-2	0	4	1	1	1	6	5	-1
Cc1ccccc1OCc1nc2ccccc2c(=O)n1N	-1	-2	-5	-3	1	-2	5	-4	0
COC(=O)CNC(=O)C(NC(=O)c1ccc(Cl)cc1)C(C)C (centres undefined)	2	-18	-6	3	-2	-2	-5	1	3
COc1ccc(S(=O)(=O)N2CCOCC2)cc1NC(=O)C1CC1	3	4	x	x	x	1	-1	x	0
O=C(CCC(=O)OCC(=O)c1ccc(Br)cc1)Nc1cccc2cccnc12	0	-8	2	-2	-3	0	7	-2	4
O=C(COC(=O)C1CCN(c2ccc(C(F)(F)F)cn2)CC1)Nc1ncc(Cl)cc1Cl	2	6	x	x	-1	-4	3	2	-3
Additional entries
SMILES	pPAFAH inh	PAFAH2 inh	Fam108B counter	GSTO1 counter	LYPLA1 inh	PAD4 FP inh	PAFAH1B3 FP inh	PME-1 primary	PAFAH1B2 inh
O=C(NCCCn1ccnc1)c1ccc2nccnc2c1	-5	-2	-1	4	-1	4	-6	2	1
Cn1c(=O)oc2cc(S(=O)(=O)NCc3ccc(Cl)cc3)ccc21	-1	-2	1	16	2	-4	5	2	13
Cc1ccc(NS(=O)(=O)c2ccc(C)c(C(=O)N3CCN(C)CC3)c2)cc1	12	0	4	5	4	-7	1	-7	3
COc1cccc(OCC(=O)NNC(=O)C(=O)N2CCCC2)c1	1	7	1	1	0	3	3	0	-1
COc1ccc(-c2ccnc3cc(C(=O)O)nn23)cc1	2	3	5	6	8	-3	5	3	4
CS(=O)(=O)N1CCN(c2ccccc2NC(=S)NC(=O)c2cccs2)CC1	-3	-4	-7	-6	1	-4	12	5	1
CC(C)C12CN3CC(C(C)C)(CN(C1)C3(C)C)C2=O	0	3	5	7	3	-1	2	-2	3
O=C(Cn1[nH]c(=O)c2ccccc2c1=O)OCC(=O)c1ccc(F)c(F)c1	-4	8	x	x	x	-2	11	x	3
CCOC(=O)N1CCC(NC(=O)C(Cc2ccccc2)NC(=O)c2ccco2)CC1 (centres undefined)	-1	-3	2	2	-2	4	0	-2	3
COc1ccc(CN2CCCC(C(=O)c3ccc4c(c3)OCO4)C2)c(F)c1 (centres undefined)	5	6	3	5	0	3	2	-2	2
CC(NC(=O)N(Cc1ccccc1)Cc1ccc2c(c1)OCO2)(C(F)(F)F)C(F)(F)F	0	-3	1	-8	-2	-4	2	-1	-1
COc1ccc(CNC(=S)Nc2ccccc2-c2ccccc2)cc1	8	-7	1	6	0	0	2	2	11
CCOCCCN1CN(S(=O)(=O)c2ccc(Cl)cc2)c2nc3ccccc3nc21	-4	3	3	2	1	3	2	1	2
COC(=O)c1sc(NC(=O)c2cc(-c3ccccc3)nc3ccccc23)c(C#N)c1C	19	3	4	-9	-5	-1	1	16	1
CCOc1ccc(NC(=O)Cn2nnc(C(=O)NCc3ccco3)c2N)cc1	-3	3	-2	-3	1	4	0	-5	1
O=C(CNS(=O)(=O)c1ccc(Cl)cc1)N1CCN(c2ccc(F)cc2)CC1	0	16	x	x	x	0	10	x	12
CCN(CC)S(=O)(=O)c1cc(NC(=O)c2n[nH]c(=O)c3ccccc23)ccc1C	1	11	-8	-19	-8	-2	5	-5	5
S=C(Nc1ccc2nccnc2c1)N1CCOCC1	1	1	-3	5	2	-5	7	0	3
O=C(NC(=S)Nc1ccc(N2CCCC2)cc1)c1ccc(F)cc1	7	-5	2	9	3	-1	-4	7	0
Cc1ccccc1OCC(O)Cn1c(Br)nc2c1c(=O)[nH]c(=O)n2C (centres undefined)	2	-5	1	6	-3	-4	5	4	-4
CC(C)=C(NC(=O)c1ccccc1)C(N)=O	-1	3	3	7	-1	-5	2	0	-5
Cc1[nH]c2ccccc2c1Cc1nnc(SCC(=O)NCc2ccco2)o1	2	4	0	-2	1	2	9	-2	1
CC1=C(C#N)c2nc(N)c(C#N)c(C)c2/C1=C\c1ccc(C)cc1	3	x	10	9	0	-7	x	6	x
CCCC(C)C(=O)Nc1ccc(S(=O)(=O)Nc2nccs2)cc1 (centres undefined)	0	0	3	1	3	-1	2	0	5
CSCCCNC(=S)N1CCN(c2ccc(C(C)=O)cc2)CC1	7	9	-3	-1	1	3	8	-4	5
Cc1cc(C)nc(NC(=O)c2ccc(OC(C)C)cc2)n1	4	2	-2	6	0	-1	-1	-2	5
NC(=O)c1c(NC(=O)c2cccnc2)sc2c1CCCCC2	4	1	0	2	-1	2	6	-5	4
COc1ccc(-n2c(Cc3cccn3C)nnc2SCC(=O)N2CCCC2)cc1	10	2	1	9	0	0	2	-2	3
